Chronic BCR inh = blocks chronic active B-cell receptor signaling; ABC-DLBCL IkBa-CBG/CBR reporter, luminescence ratio, 4 h; Potency, µM (doses to about 46.1 µM), without a hit: top-dose ratio change, negative = lower green/red ratio, actives largely listed as inhibitors; 340,000 tested, 0.05% active; AID 493014; active = well fitted inhibition curve with a large enough effect in the signal ratio, with a control signal flat, not every such curve was filed as active; inconclusive = small, poorly fitted or top-dose-only effect, or effect the other way, or a change in a side signal; the % refers to the signal ratio;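 note: potency is the fitted concentration of half-maximal effect; plate controls were basal doxycycline-induced cells for no effect and cells given 10 µM MG132 for full effect; MG132 reads +100%, hits lower the ratio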
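Compounds up to 46 uM were incubated four hours with TMD8 cells whose green CBG68 luciferase is fused to IkappaBalpha; red CBR luminescence normalised the signal, and concentration-effect curves were fitted to fusion, red and ratio data.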
KCNH2 WT inh = blocks the wildtype human KCNH2 potassium channel. 340,000 tested, 0.37% active. U2OS, BacMam KCNH2, thallium flux FluxOr; hits give low values. activity change, % at 1.84 µM;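 active = maximum activity change below -70%; inconclusive = maximum activity change between -70% and -50%; inactive = maximum activity change above -50%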
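U2OS cells transduced with wild-type KCNH2 virus are loaded with FluxOr dye for 45 min, and thallium flux is measured in kinetic reads before and after stimulation buffer. Rate constants are normalized to DMSO controls.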
USP2a block = USP2a (human) protease inhibition. O75604. USP2 core, Ub-CHOP2 coupled fluorogenic reporter, 485/531. Potency, µM (titrated, usually from 38.3 µM), for inactives: at the top dose activity change, negative = inhibition, actives largely listed as inhibitors. 330,000 tested, 0.01% active. AID 463254;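 note: potency is the fitted concentration of half-maximal effect; plate controls were DMSO wells for no effect and full inhibition by NEM control for full effect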
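Cell-free coupled assay: 10nM USP2 core preincubated 30min RT with compound in Tris-HCl pH 8.0/CaCl2/CHAPS buffer, then 25nM Ub-CHOP2 and 25nM reporter substrate; fluorescence (Ex 485/Em 531) read after 60min RT, normalized to NEM inhibition, concentration-response curves fitted.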
B2AR arrestin = recruits beta-arrestin to the human beta2-adrenergic receptor | 330,000 tested, 0.02% active | Potency, µM (doses to about 46.1 µM), without a hit: at the highest dose activation, usual class: activators | P07550 | AID 492947 | beta-arrestin recruitment to beta2AR, cell-based reporter;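 note: potency is the fitted concentration of half-maximal effect; 0% = DMSO controls and full agonism = EC100 isoproterenol or metaproterenol; nearly all actives have a fitted effect of over 65% in size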
GALK inh = blocks human galactokinase activity; P51570; Purified GALK, Kinase-Glo residual ATP luminescence; Potency, µM (highest dose often 57.5 µM), for inactives: at the highest dose activity change, negative = inhibition, most hits filed as inhibitors; 270,000 tested, 0.007% active; AID 1868; note: potency is the fitted concentration of half-maximal effect
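Galactose (100 uM) and ATP (35 uM) were turned over by 5 nM GALK for 1 h at RT. Kinase-Glo Plus then converted the remaining ATP into a luminescent signal.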
KCNH2 3.1 inh = inhibitors of human KCNH2 3.1 potassium channel isoform. AID 720553. activity change, % (tested at about 1.8 µM). 340,000 tested, 0.95% active. U2OS KCNH2 3.1, thallium flux FluxOr; hits give low values;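 active = maximum activity change below -70%; inconclusive = maximum activity change from -70% to -50%; inactive = maximum activity change above -50%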;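 note: thallium influx rate constant from kinetic fluorescence after stimulation buffer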
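Measured as rate of thallium-driven FluxOr signal in transduced U2OS cells carrying the 3.1 channel, read kinetically for 2 min upon stimulation; values are rate constants scaled to DMSO control wells.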
PKM2 act = PKM2 (human) enzyme activation; AID 1631; P14618; purified PKM2, Kinase-Glo ATP luminescence, activation; response scale: 0% is enzyme alone, no compound; 260,000 tested, 0.34% active; Potency, µM (highest dose often 57.5 µM), without a hit: at the highest dose activation, usual class: activators; note: potency is the fitted concentration of half-maximal effect; nearly all actives have a fitted effect of over 55% in size
Target sequence (P14618 whole entry, looked up): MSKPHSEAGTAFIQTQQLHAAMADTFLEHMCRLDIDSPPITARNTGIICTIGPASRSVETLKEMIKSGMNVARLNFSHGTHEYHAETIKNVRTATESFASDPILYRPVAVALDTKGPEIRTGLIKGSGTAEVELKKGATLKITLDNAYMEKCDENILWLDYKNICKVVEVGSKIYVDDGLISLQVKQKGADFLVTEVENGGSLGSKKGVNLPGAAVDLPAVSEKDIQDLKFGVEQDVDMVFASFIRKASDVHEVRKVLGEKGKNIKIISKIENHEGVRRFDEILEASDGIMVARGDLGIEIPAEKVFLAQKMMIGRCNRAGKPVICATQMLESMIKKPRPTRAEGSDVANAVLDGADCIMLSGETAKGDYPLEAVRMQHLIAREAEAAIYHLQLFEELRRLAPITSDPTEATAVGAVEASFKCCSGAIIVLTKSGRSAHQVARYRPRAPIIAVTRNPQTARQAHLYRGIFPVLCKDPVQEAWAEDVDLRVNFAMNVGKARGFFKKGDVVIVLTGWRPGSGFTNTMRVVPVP
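ATP formation by purified human PK-M2, quantified via coupled luciferase luminescence after 1 h at room temperature with 0.1 mM ADP and 0.5 mM PEP final.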
FBPA coupling cs = counter-screen for Giardia aldolase inhibitors: coupling enzyme system | activity change, negative = inhibition, % at 58.2 µM, hits read low | coupling enzyme system counterscreen, AmpLite Red fluorescence | AID 2472 | 290,000 tested, 0.67% active; in the data active = activity change below about -30%
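Compounds tested against the coupling enzymes alone at 57.5 uM final; readout was AmpLite Red fluorescence (525/598 nm) after 20 min at RT.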
uPA surface inh = blocks generation of uPA at the cell surface. 330,000 tested, 0.31% active. cell surface uPA generation assay, qHTS. Potency, µM (highest dose often 38.3 µM), for inactives: top-dose activity change, negative = inhibition, hits mostly inhibitors. AID 540303; active = well fitted inhibition curve with a large enough effect; inconclusive = small, poorly fitted or top-dose-only effect; inactive = no such curve, though single readings can be large or run the other way; tested in mouse RAW 264.7 cells; note: potency is the fitted concentration of half-maximal effect; nearly all actives have a fitted effect of over 55% in size
Giardia kill = Giardia lamblia killing. Giardia lamblia trophozoite viability. 340,000 tested, 0.15% active. activity change, % at 7.66 µM, hits read low. AID 540267; in the data active = activity change below about -80%; inconclusive = between about -30% and that limit;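 note: parasites exposed to compound for two days anaerobically before the ATP read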
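Killing of trophozoites was scored by loss of ATP luminescence after a 48 hrs anaerobic exposure to compounds at 37 deg C, using 100 cells per well.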
Eya2 phos inh = Eya2 (human) phosphatase inhibition. recombinant Eya2, OMFP fluorescence dephosphorylation (OMFP is methylfluorescein phosphate). Potency, µM (titrated, usually from 76.9 µM), for the others: at the highest dose activity, negative = inhibition, usual class: inhibitors. 330,000 tested, 0.006% active; note: potency is the fitted concentration of half-maximal effect
Target sequence (O00167 whole entry, looked up): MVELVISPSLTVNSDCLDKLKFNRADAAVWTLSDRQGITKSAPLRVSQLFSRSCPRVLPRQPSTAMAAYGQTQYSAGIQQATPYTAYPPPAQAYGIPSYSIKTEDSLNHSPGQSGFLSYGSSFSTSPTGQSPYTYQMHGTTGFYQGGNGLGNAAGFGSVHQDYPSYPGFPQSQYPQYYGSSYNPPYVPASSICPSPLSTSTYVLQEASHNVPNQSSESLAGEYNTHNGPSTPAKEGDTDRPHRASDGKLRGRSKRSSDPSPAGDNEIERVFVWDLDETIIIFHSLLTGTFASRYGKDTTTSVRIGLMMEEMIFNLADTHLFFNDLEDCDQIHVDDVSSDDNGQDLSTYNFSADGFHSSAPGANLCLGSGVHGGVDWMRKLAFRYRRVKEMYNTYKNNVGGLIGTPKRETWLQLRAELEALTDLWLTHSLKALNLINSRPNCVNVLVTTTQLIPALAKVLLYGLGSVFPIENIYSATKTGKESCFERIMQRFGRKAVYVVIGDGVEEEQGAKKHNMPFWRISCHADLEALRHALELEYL
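Eya2 (0.2 uM) preincubated 10 min at ambient with compound, then OMFP substrate added at 50 uM; 10 min reaction in 50 mM HEPES pH 7.5, 50 mM NaCl, 5 uM MgCl2, 0.05% BSA, 1 mM DTT. Fluorescence read at Ex 485/Em 525 nm.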
Starred values were filed as active, the others as inactive; ? = inconclusive; . = not tested or not shown; & = joins results of further samples. Unless noted, calls come from the whole dose curve; as a rule, active = well fitted curve in the direction sought with a large enough effect; inconclusive = small, poorly fitted or top-dose-only effect, or another doubt; inactive = no such curve, though single readings can be large; an effect the other way counts as inactive or inconclusive. Unless noted, % is set by controls: 0 for no effect and ±100 for the full control effect.

SMILES	Chronic BCR inh	KCNH2 WT inh	USP2a block	B2AR arrestin	GALK inh	KCNH2 3.1 inh	PKM2 act	FBPA coupling cs	uPA surface inh	Giardia kill	Eya2 phos inh
CC(C)CN=C(NS(=O)(=O)c1ccccc1)C(Cl)(Cl)Cl	?	4	5%	-0.3%	0%	-7	5%	1	-12%	-12	2%
O=C1c2ccccc2-c2c1cccc2C(=O)N1CCCCCC1	0%	19	1%	-1.1%	.	-34	0%	10	2%	10	-5%
CCOc1ccc(S(=O)(=O)N2CCC(C(=O)NCc3ccncc3)CC2)cc1C	1%	-13	-3%	-0.4%	6%	5	6%	2	-3%	2	-2%
Cc1cccc(-n2c(SCC(=O)Nc3nonc3C)nnc2-c2ccoc2C)c1	5%	-13	0%	0.4%	-2%	-42	-3%	4	0%	-7	-4%
Cc1ccc(C(=O)NCC(=O)Nc2cc(C)ccn2)cc1	-6%	1	3%	-0.3%	.	6	.	.	1%	4	4%
CCOC(=O)C1=C(O)/C(=C/N(C)C)N=C1C	0%	-12	2%	-1.0%	1%	-11	0%	-15	2%	-11	17%
COC(=O)c1ccncc1N	2%	-2	4%	-0.1%	0%	9	-3%	3	2%	8	9%
CC(=O)c1cc2c(cc1NC(=O)CN1CCN(c3cccc(C(F)(F)F)c3)CC1)OCO2	?	-7	2%	-0.1%	-1%	2	7%	-8	4%	4	-29%
CCOc1ccccc1NC(=O)CSc1nnc(-c2cnccn2)n1CC	?	3	3%	0.3%	-1%	-4	-1%	-22	3%	11	0%
O=C(NCc1ccccc1)N(Cc1cc2cc3c(cc2[nH]c1=O)OCO3)CC1CCCO1 (configuration not stated)	-1%	3	1%	0.2%	2%	0	1%	0	-3%	-4	-1%
O=C(O)c1cc(C(F)(F)F)nc2c(C(F)(F)F)cccc12	14%	-3	0%	-0.2%	1%	12	0%&2%	1&1	-8%	-4	13%
COc1cc(C2C(C(=O)c3ccc(C)o3)=C(O)C(=O)N2c2cc(C)on2)ccc1O (configuration not stated)	?	-1	4%	-1.8%	-1%	-5	6%	3	8%	-10	23%
CCOC(=O)C(C(=O)OCC)[C@@H]1CS(=O)(=O)C[C@H]1C(C(=O)OCC)C(=O)OCC	-4%	3	0%	0.3%	-2%	2	-6%	-1	9%	5	-25%
COc1ccc(C2CC(=O)C(C=NCCO)=C(O)C2)cc1 (configuration not stated)	1%	-7	0%	-0.6%	-3%	-1	0%	2	-9%	-6	-29%
O=C(NCc1ccc2c(c1)OCO2)c1cccc(S(=O)(=O)N2CCCC2)c1	-4%	-9	-5%	0.1%	-1%	1	-3%	.	6%	10	7%
COc1ccc2oc(=O)c(C(=O)N3CCN(C(=O)c4ccco4)CC3)cc2c1	1%	-4	-1%	0.4%	-1%	3	13%	-4	.	-15	16%
COc1cc(NC(=O)c2ccccc2[N+](=O)[O-])c(C(=O)O)cc1OC	1%	2	-13%	0.2%	-1%	16	1%	-4	4%	-1	9%
Nc1ncnc2c1ncn2[C@@H]1O[C@H](CNCc2ccc(-c3cc(C(F)(F)F)ccc3Cl)o2)[C@@H](O)[C@H]1O	?	-1	0%	-0.2%	.	5	.	.	2%	6	6%
CCn1c(C(c2ccccc2)c2ccccc2)n[nH]c1=S	?	2	-2%	0.4%	0%	1	-12%	4	9%	-3	-5%
O=C1CC(c2ccccc2)C(C(=O)O)N1 (configuration not stated)	16%	-6	-1%	-0.7%	2%	10	-2%	3	-10%	-1	18%
O=C(Cn1ccc2ccccc2c1=O)NCC1COc2ccccc2O1 (configuration not stated)	7%	1	3%	0.0%	-2%	3	1%	5	-1%	10	-16%
COc1cc(NC(=S)NCC2CCCO2)c(OC)cc1Cl (configuration not stated)	0%	.	2%	-0.3%	-2%	13	-2%	2	3%	-18	-16%
O=S(=O)(c1ccc2c(c1)OCCO2)N1CCc2ccccc21	-1%	-8	3%	-0.1%	7%	-10	9%	2	-8%	-27	-6%
O=S(=O)(NCC(c1ccco1)N1CCN(c2ccccc2F)CC1)c1ccc(F)cc1 (configuration not stated)	0%	-3	-2%	-1.7%	0%	5	0%	0	13%	1	-5%
C=CCn1c(SCC(=O)N2CCOCC2)nnc1C(C)NC(=O)c1ccccc1 (configuration not stated)	?	23	0%	-0.1%	10%	.	.	.	-2%	-15	5%
COc1ccc(S(=O)(=O)N2CCN(C(=O)c3ccc(NC(C)=O)cc3)CC2)cc1	5%	11	1%	-0.2%	.	-2	.	.	6%	7	-6%
CC(C)(C)c1nnc(N/N=C/c2ccccc2O)n(N)c1=O	-29%	-7	3%	0.3%	0%	-6	4%	0	-9%	4	-11%
O=C(Nc1ccccc1Sc1ccccc1)c1ccc(F)cc1	12%	-5	-1%	-2.3%	1%	-6	2%	-4	9%	-7	2%
Nc1nnc(SCC(=O)NC23CC4CC(CC(C4)C2)C3)s1	2%	-1	1%	-0.2%	1%	.	-3%	1	-3%	-6	31%
CCc1ccc(/C(C)=N/NS(=O)(=O)c2ccc(OC)cc2)s1	-9%	-1	-1%	-1.0%	-4%	-5	4%	0	12%	2	12%
COc1ccc2[nH]c(=O)c(CN(C(=O)c3ccccn3)c3ccccc3)cc2c1	4%	0	-1%	-0.1%	2%	-2	-6%	-3	5%	2	-6%
CC1(CC(=O)NNC(=O)Nc2ccccc2)OCCCO1	?	.	1%	-0.1%	1%	2	1%	1	0%	-3	4%
NC(=O)c1ccccc1NC(=O)CN1CCCCCC1	4%	0	3%	0.5%	8%	8	-8%	.	-1%	3	-1%
CCN1CCN(C(=O)C2CCC(=O)N(Cc3cccc(C(F)(F)F)c3)C2)CC1 (configuration not stated)	1%	-6	-1%	-1.0%	7%	.	1%	1	-3%	-2	8%
CCCc1cc(C(N)=O)c(NC(=O)c2cc(C)on2)s1	23%	12	0%	0.1%	0%	13	-1%	3	.	-13	-4%
C=CCN1C(=O)/C(=C2/Sc3ccccc3N2C)SC1=Nc1c(C)n[nH]c1C	2%	-10	2%	-0.2%	2%	-12	-1%	0	10%	9	-11%
C=CCOc1c(CNc2ccc3[nH]c(=O)[nH]c3c2)cccc1OC	-14%	8	0%	0.2%	3%	-16	-10%	0	-2%	1	0%
CCOC(=O)Cn1c(=O)c2c(nc(N3CCOCC3)n2C)n(C)c1=O	19%	8	-3%	-0.4%	-2%	1	-7%	0	12%	10	-11%
CCOc1ccccc1NC(=O)c1cc(-c2ccncc2)nc2c(Cl)cccc12	4%	4	2%	-0.3%	2%	-6	7%	3	5%	-4	-6%
COc1ccccc1OCc1n[nH]c(=S)n1Cc1ccccc1	-33%	3	3%	-0.3%	-3%	-2	3%	2	-1%	-5	-16%
NC(=O)CC(NC(=O)Cc1cccc2ccccc12)c1ccc(NC2CCCCCC2)c([N+](=O)[O-])c1 (configuration not stated)	-2%	-6	8%	-0.4%	-4%	-17	5%	-1	-18%	-2	5%
CCOC(=O)c1c(C)nc2ccccn12	0%	2	2%	-0.3%	3%	2	5%	2	.	2	20%
Oc1ccc(C=Nc2ccccc2-c2nc3ccccc3[nH]2)c(O)c1	?	9	-3%	0.2%	-2%	1	3%	-7	?	-9	9%
COc1ccc(N(C(=O)CNC(=O)c2ccco2)C(C(=O)NCC2CCCO2)c2ccc(OC)c(OC)c2)cc1 (configuration not stated)	0%	-6	1%	0.3%	-1%	-1	.	0	-9%	-7	-3%
OC1(c2ccc(Cl)cc2)CCN(Cc2nc(-c3cnccn3)no2)CC1	4%	8	0%	-0.1%	3%	7	-4%	2	-3%	-2	6%
Nc1c(Br)cc2oc(-c3ccccc3)nc2c1Br	?	12	5%	-0.4%	0%	8	-1%	-4	0%	10	2%
Cc1cc(C)c2oc(=O)cc(CN3CCC(C)CC3)c2c1	2%	-1	-1%	2.9%	3%	32	.	3	-8%	6	0%
Fc1ccc(-c2nnc(SCc3cccnc3)o2)cc1	?	-1	4%	0.1%	3%	6	12%	2	-4%	0	-1%
CC1CN(S(=O)(=O)c2cccc(C(=O)OC/C(O)=C(\C#N)c3nc4ccccc4[nH]3)c2)CC(C)O1 (configuration not stated)	10%	0	2%	-0.7%	-2%	2	4%	-2	-1%	5	6%
COc1ccc(NC(=O)COC(=O)CNC(=O)C2CCCCC2)cc1	9%	7	1%	-0.9%	0%	-8	-2%	2	1%	7	1%

Arranged by the number under GALK inh (lowest first): some entries from above
compound | B2AR arrestin | GALK inh | PKM2 act | uPA surface inh | Eya2 phos inh
COc1ccc(C2CC(=O)C(C=NCCO)=C(O)C2)cc1 (configuration not stated) | -0.6% | -3% | 0% | -9% | -29%
CCn1c(C(c2ccccc2)c2ccccc2)n[nH]c1=S | 0.4% | 0% | -12% | 9% | -5%
O=C(NCc1ccccc1)N(Cc1cc2cc3c(cc2[nH]c1=O)OCO3)CC1CCCO1 (configuration not stated) | 0.2% | 2% | 1% | -3% | -1%

Screening results deposited in PubChem BioAssay by National Center for Advancing Translational Sciences (NCATS).
